# Screens deposited in PubChem by several laboratories.
# LYP inhibition – inhibitors of LYP phosphatase, biochemical, fluorescence intensity, uHTS (AID 1779); recombinant LYP phosphatase, fluorescence intensity; higher % means a stronger effect; inhibition, % at 11.5 µM; hits with a dose series show IC50 in µM; actives 0.054% (n = 290,000); in the data active means inhibition above about 50%;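 further: plate controls were vehicle with enzyme for no effect and no enzyme for full effect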
# GPR55 antagonists – inhibition of LPI-stimulated GPR55 beta-arrestin translocation – imaging, U2OS, beta-arrestin-GFP, LPI agonist, primary screen (AID 2013); U2OS GPR55 beta-arrestin-GFP translocation imaging, LPI antagonism; higher % means a stronger effect; one-dose inhibition, % at 10 µM; IC50 in µM for titrated hits; actives 0.13% (n = 290,000);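 active means spots per cell inhibited over 60%, with over 100 cells counted and total cytoplasm intensity under 500,000; inconclusive means wells with under 100 cells, flagged as likely toxic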;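 further: U2OS cells stably carrying GPR55 and arrestin-GFP stimulated by 5 µM LPI near EC80; imaged beta-arrestin-GFP aggregate spots per cell after agonist stimulation; plate controls were LPI-stimulated DMSO wells for no effect and DMSO wells without LPI for full effect; some results filed as inactive read as strong as hits; confirmed hits need IC50 under 10 µM and bright autofluorescent wells are also inconclusive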
# PhoP inhibition – PhoP-dependent GFP reporter repression – Salmonella Typhimurium, primary screen (AID 1863). actives 0.16% (n = 300,000). S. Typhimurium PhoP-regulated promoter GFP reporter, 4 h; higher % means a stronger effect. inhibition, % at 50 µM; hits with a dose series show IC50 in µM;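 active means inhibition over 29.93%, a cutoff 3 SD above the screen mean, later confirmed by dose response; inconclusive means inhibition over 29.93% but no dose response follow-up; inactive means inhibition at most 29.93% or unconfirmed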;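 further: 0% = low Mg2+ inducing control and 100% = high Mg2+ repressing control; strong numbers were not always called active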
# HIV peptide binding – inhibitors of HIV fusion peptide binding, primary screen, biochemical, uHTS, fluorescence dequenching (AID 1986); inhibition, % at 20 µM; hits with a dose series show IC50 in µM; actives 0.3% (n = 290,000); cell-free peptide binding, fluorescence dequenching, 30 min; higher % means a stronger effect; in the data active means inhibition mostly above about 52%, no sharp cut-off; inactive means mostly below about 76%; further: some results filed as inactive read as strong as hits
# NTR1 agonist – agonists of NTR1, primary screen, imaging, U2OS cells, beta-arrestin-GFP, high content (AID 493036); P30989; NTR1-U2OS beta-arrestin-GFP spot imaging, agonist mode; activation, % at 20 µM; actives 0.17% (n = 330,000);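 active means activation at or above 40% of the spot to cytoplasm intensity ratio, with at least 20 cells analyzed; inconclusive means wells under 20 cells, flagged as cytotoxic or low count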;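 further: 0% = DMSO without peptide and 100% = 100 nM NTR1 peptide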
# Target sequence (P30989 whole entry, looked up): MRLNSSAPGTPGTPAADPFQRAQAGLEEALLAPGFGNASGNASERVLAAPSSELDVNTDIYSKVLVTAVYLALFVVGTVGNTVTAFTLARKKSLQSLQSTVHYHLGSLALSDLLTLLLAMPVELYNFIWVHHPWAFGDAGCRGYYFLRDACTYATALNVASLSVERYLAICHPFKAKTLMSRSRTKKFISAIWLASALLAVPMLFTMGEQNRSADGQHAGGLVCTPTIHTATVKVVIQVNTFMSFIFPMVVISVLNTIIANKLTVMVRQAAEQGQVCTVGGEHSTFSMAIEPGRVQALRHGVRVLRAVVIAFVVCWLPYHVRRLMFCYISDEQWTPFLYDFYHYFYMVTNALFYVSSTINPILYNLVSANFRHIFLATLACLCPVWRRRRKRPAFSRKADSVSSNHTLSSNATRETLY
# GPR35 antagonists – GPR35 antagonists blocking zaprinast-driven arrestin recruitment, primary screen, imaging, U2OS, beta-arrestin-GFP, zaprinast agonist (AID 2058) | U2OS GPR35 beta-arrestin-GFP translocation imaging, zaprinast antagonism; higher % means a stronger effect | actives 0.052% (n = 290,000) | inhibition, % at 10 µM, or IC50 in µM where a hit was titrated;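 active means inhibition of at least 50% with at least 30 cells and total cytoplasm GFP at most 10,000,000; inconclusive means under 30 cells or total GFP of 10,000,000 plus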
# Myeloid diff MLP – promotes myeloid progenitor differentiation. ER-HoxA9 myeloid progenitors, lysozyme-GFP differentiation, flow cytometry. calls only at 10 µM. actives 1% (n = 360,000);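 active means normalized GFP-positive differentiation at or above the plate's own cutoff, the solvent-only control mean plus 3 SD; inconclusive means no clear call, values can overlap the other calls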;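 further: cells exposed to compound for four days before flow analysis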
# MgcRacGAP inhibition – MgcRacGAP GTPase-activating activity inhibitors, confirmation, biochemical, ADP Hunter fluorescence. MgcRacGAP-stimulated Rac1 GTP hydrolysis, ADP Hunter fluorescence; higher % means a stronger effect; GST-tagged Rac1 F28L mutant substrate. actives 0.6% (n = 340,000). inhibition, % at 30 µM, or IC50 in µM where a hit was titrated;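 active means first-screen hits whose inhibition reached a set limit at any dose in the follow-up dose series; inconclusive means inhibition above the set first-screen limit but never retested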;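 further: fluorescence reports GDP produced by GAP-driven GTP hydrolysis; strong numbers were not always called active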
# Siah-1 displacement – Siah-1 peptide-binding antagonists, primary screen, biochemical, fluorescence polarization, rhodamine-plectin, uHTS (AID 1817); Siah-1 / rhodamine-plectin peptide fluorescence polarization; higher % means a stronger effect; one-dose displacement, % at 20 µM; IC50 in µM for titrated hits; actives 0.02% (n = 290,000);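 active means displacement of at least 50% at 20 µM, with a fluorescence ratio check between 0.3 and a set limit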;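 further: plate controls were Siah plus tracer with DMSO for no effect and tracer alone without Siah for full effect; strong numbers were not always called active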
# NTR1 agonist cell count 20 µM – further read-out of NTR1 agonist, marked with its call; cell count; measured here: cell count, cytotoxicity flag
# Myeloid diff MLP GFP+ MAC1+ % – recorded beside Myeloid diff MLP, whose call it bears; GFP+ MAC1+ double positive, %; measured here: differentiation confirmed by MAC1 staining
# The depositor's hits bear a star; i = inactive; ? = inconclusive; · = no result given.
Compound	GPR35 antagonists	NTR1 agonist cell count 20 µM	HIV peptide binding	Myeloid diff MLP	PhoP inhibition	Siah-1 displacement	LYP inhibition	Myeloid diff MLP GFP+ MAC1+ %	NTR1 agonist	GPR55 antagonists	MgcRacGAP inhibition
Cc1ccc(S(=O)(=O)N=Nc2c(O)[nH]c3ccccc23)cc1C	15%	85	0.7%	i	-18%	7%	-8%	0.8	0.4	8%	6%
COc1ccc(-n2cccc2/C=C2\C(=N)N3N=C(C(C)C)SC3=NC2=O)cc1	-6%	63	35%	i	5%	10%	3%	0.2	2.4	8%	15%
COc1ccccc1N1CCN(C(=O)C(=O)c2cn(CC(=O)N3CCCC3)c3ccccc23)CC1	15%	54	-1.4%	i	6%	-1%	-5%	1.4	-0.9	19%	5%
CCOC(=O)COc1nc2c(c(-c3ccco3)c1C#N)CCc1ccccc1-2	-16%	72	0.4%	i	3%	-1%	-9%	0.6	13	-1%	·
Cc1cc(-c2ccccc2)nc(N/N=C/c2ccc([N+](=O)[O-])cc2)n1	9%	72	-2.4%	i	10%	1%	9%	0.6	2.3	8%	7%
Cc1cccc(NC(=O)CSCC(=O)N(C)CC(=O)Nc2cccc(F)c2)c1	·	50	·	i	-3%	·	·	0.7	0.7	·	2%
CCOC(=O)c1sc(C)c2c(=O)n(Cc3ccc(Cl)cc3)cnc12	-22%	38	0.9%	i	0%	0%	-9%	0.6	-0.5	-1%	1%
COc1ccc(C(=O)NNC(=S)NC(=O)c2cccs2)cc1	15%	47	5.6%	i	5%	-2%	-9%	0.4	0.0	2%	13%
NC(=O)C1CC(=O)N(c2ccc(OCc3ccc(F)cc3)cc2)C1 (centres undefined)	1%	67	-0.6%	i	-3%	2%	-4%	0.9	-0.5	6%	6%
O=C(CNC(=O)c1ccc(Br)o1)OCC(=O)c1cccc([N+](=O)[O-])c1	3%	54	0.3%	i	6%	0%	3%	0.3	4.5	-14%	-2%
COc1ccccc1NC(=O)CN(c1ccc(C)cc1)S(=O)(=O)c1c(C)n[nH]c1C	-1%	63	-1.2%	i	2%	-1%	-7%	0.8	-1.7	-3%	9%
COc1ccccc1CNC(=O)C(=O)NCC(c1ccco1)N1CCOCC1 (centres undefined)	-4%	76	-0.1%	i	2%	5%	1%	1.2	1.0	5%	-1%
COc1ccc(C(=O)Nc2nc(N)n(-c3ccccc3)n2)cc1OC	5%	80	-1.8%	i	-8%	-4%	-23%	0.7	-4.6	-14%	8%
NC(=O)C1CCN(c2nnnn2-c2ccccc2)CC1	-3%	51	0.6%	i	-10%	4%	-5%	0.5	0.3	12%	6%
Cc1ccc(/C=N/OC(=O)c2nn(C)cc2Cl)cc1	-19%	80	0.3%	i	5%	5%	3%	0.4	-0.1	8%	1%
Cc1nn(-c2ccccc2)c2c1C(c1ccccc1)C(C#N)=C(N)O2 (centres undefined)	-3%	54	0.0%	i	8%	-5%	-6%	0.4	1.7	0%	9%
Cc1ccc(S(=O)(=O)N2CCN(C(=O)C3CCCCC3)CC2)cc1	0%	53	-2.5%	i	-2%	0%	-4%	0.8	2.4	-10%	-1%
COc1ccc(/C=N/NC(=O)c2nnn(-c3nonc3N)c2-c2cccc(OC)c2)cc1	0%	58	-0.3%	i	-5%	12%	-7%	0.4	4.7	8%	8%
O=C1OC2CCC1(c1ccccc1)C2 (centres undefined)	16%	37	-0.3%	i	5%	-2%	-4%	0.9	-0.1	7%	9%
Cc1ccc(NC(=S)N2CCC(NC(=O)c3ccccc3)CC2)cc1	-13%	52	1.1%	·	0%	6%	-10%	·	-0.2	1%	2%

# Continued.
Compound	GPR35 antagonists	NTR1 agonist cell count 20 µM	HIV peptide binding	Myeloid diff MLP	PhoP inhibition	Siah-1 displacement	LYP inhibition	Myeloid diff MLP GFP+ MAC1+ %	NTR1 agonist	GPR55 antagonists	MgcRacGAP inhibition
Cc1ccccc1C(=O)N1CCN(c2ncnc3c2cnn3-c2ccccc2)CC1	5%	92	-0.9%	i	2%	1%	-7%	0.6	-2.2	9%	2%
CC1(C)CC(=O)c2sc(NC(=O)CN3CCCCC3)nc2C1	-6%	47	1.0%	i	-8%	-1%	-3%	0.8	-1.8	-2%	5%
CCc1nc(SCC(=O)N2CCC(C)CC2)c2c(=O)n(C)c(=O)n(C)c2n1	-7%	47	-1.8%	i	2%	23%	-6%	2.0	-2.9	8%	16%
O=c1oc2ccccc2c2c1C(c1ccc(Cl)cc1)Nc1ccc3ccccc3c1-2 (centres undefined)	0%	36	1.2%	i	-6%	1%	0%	1.6	3.3	5%	51%
COc1cc(NC(=O)Cc2ccc(Cl)cc2)ccc1NC(=O)c1ccco1	0%	47	0.5%	i	-7%	-4%	-2%	2.7	-0.4	-2%	7%
CCN1CCN(C(C(=O)NC2CCCCC2)c2ccc(Cl)cc2)CC1 (centres undefined)	16%	106	0.1%	i	-6%	-4%	-4%	1.8	0.2	-3%	3%
O=C(COc1ncnc2ccccc12)Nc1ccc(Cl)c(S(=O)(=O)N2CCOCC2)c1	3%	58	-2.9%	i	-1%	1%	-1%	0.6	-0.3	1%	-1%
O=C(N/C=C\c1ccccc1)NCc1ccc(Cl)cc1Cl	6%	63	1.4%	i	9%	2%	0%	0.2	0.7	12%	-1%
Cc1ccccc1CCNC(=O)CCn1nc(C)c2c(C)n(-c3ccccc3)nc2c1=O	-1%	47	1.9%	i	-8%	-3%	-1%	0.2	0.0	2%	9%
CC(C)Cc1nnc(NC(=O)CCC(=O)N2CCN(c3ccccn3)CC2)s1	0%	101	1.8%	i	6%	-2%	-2%	0.6	1.8	13%	3%
Cc1noc(C)c1CSc1nc2[nH]ncc2c(=O)n1-c1ccccc1	0%	59	-0.9%	·	1%	2%	-4%	·	1.0	-23%	3%
Cc1cc(NC(=O)c2ccc(Cl)cc2Cl)no1	-2%	59	-0.3%	i	0%	2%	-15%	1.0	-0.8	14%	2%
COc1cccc(-c2noc(CCC(=O)Nc3cccnc3)n2)c1	15%	41	-0.1%	i	-1%	5%	-1%	0.5	-1.0	-10%	5%
COC(=O)c1cc(COc2ccc3c4c(c(=O)oc3c2)CCCC4)c(C)o1	-2%	47	3.3%	i	-2%	-1%	7%	5.5	0.5	9%	6%
Cc1ccc(S(=O)(=O)N2CCCC2C(=O)OCc2ccco2)cc1 (centres undefined)	-1%	49	7.7%	i	17%	-2%	-3%	4.0	1.0	4%	11%
COc1ccccc1/C=C/C=N/NC(=O)CCC1C(=O)NN=C1C (centres undefined)	-17%	88	-0.4%	i	-3%	5%	0%	0.3	-0.1	4%	6%
CCOc1ccc(NS(=O)(=O)c2cc(C(=O)N3CCN(C(C)=O)CC3)ccc2Cl)cc1	-4%	46	-0.4%	i	-3%	-3%	-6%	0.4	0.1	?	8%
CCOC(=O)/C(=N\NC(=O)c1ccccc1)c1ccccc1	21%	43	-2.3%	i	-8%	2%	-2%	0.8	1.4	-7%	4%
O=C(NCc1ccc(OC(F)(F)F)cc1)C1CCC(=O)N(C2CC2)C1 (centres undefined)	-1%	57	0.6%	i	·	-2%	-8%	0.9	0.5	-3%	5%
O=C(Cc1ccccc1)NNS(=O)(=O)c1ccccc1[N+](=O)[O-]	-12%	47	-2.2%	i	-1%	1%	-9%	2.9	3.1	8%	5%

# Later entries
Compound	GPR35 antagonists	NTR1 agonist cell count 20 µM	HIV peptide binding	Myeloid diff MLP	PhoP inhibition	Siah-1 displacement	LYP inhibition	Myeloid diff MLP GFP+ MAC1+ %	NTR1 agonist	GPR55 antagonists	MgcRacGAP inhibition
COc1ccc(CCNS(=O)(=O)c2cn(C)c(=O)n(C)c2=O)cc1OC	-7%	46	-5.1%	i	-1%	-6%	-7%	1.6	0.1	6%	-2%
C/C=C(/C)C(=O)Nc1cccc(C2=NOC3(C2)C[C@H](C(N)=O)N(C(=O)COc2ccc(Cl)cc2)C3)c1 (some centres undefined)	3%	58	-0.4%	i	6%	-4%	-6%	1.9	-3.3	-1%	15%
COCCn1c(=NC(=O)c2ccccc2[N+](=O)[O-])sc2cc(S(C)(=O)=O)ccc21	24%	40	-1.0%	i	-9%	4%	8%	0.1	-0.6	-12%	4%
O=C1NCCCC1C(=O)N1CCN(C(c2ccccc2)c2ccccc2)CC1 (centres undefined)	-3%	51	-0.2%	i	-5%	1%	-3%	6.5	0.8	0%	0%
Cc1nc(NC(=O)C2CCCCC2)sc1C	-10%	102	2.3%	i	-2%	2%	-2%	1.4	-0.4	5%	6%
O=C(Cn1c(=O)oc2ccccc21)Nc1ccc(Br)cc1	-3%	41	0.9%	i	16%	-3%	-7%	1.3	-2.1	6%	6%
COc1cc(OC)cc(C(=O)NCC(=O)OC2CCOC2=O)c1 (centres undefined)	16%	90	2.8%	i	7%	2%	-7%	0.7	1.4	4%	1%
COc1ccc(NS(=O)(=O)c2ccc(NS(C)(=O)=O)cc2)cc1	4%	79	-0.7%	i	-9%	4%	-9%	7.9	-0.3	5%	7%
COc1ccc(NC(=O)COC(=O)CC2CCCC2)cc1Cl	·	48	·	i	10%	·	·	0.7	-0.6	·	12%
CCOC(=O)c1csc(NC(=O)c2ccccc2)n1	-8%	67	1.5%	i	1%	7%	-3%	1.8	-2.6	5%	-1%
Fc1ccc(C2CC(c3cccs3)=NN2c2ccccc2)cc1 (centres undefined)	-2%	109	-2.0%	i	2%	5%	-10%	0.3	0.1	43%	0%
CCc1ccc(/C=C2\Oc3ccc(C(=O)OC)cc3C2=O)cc1	-3%	84	-2.4%	i	-1%	-2%	4%	0.5	-1.4	7%	5%
CN1OC(Cn2cc(C#N)c(=O)n(C)c2=O)CC1c1ccccc1 (centres undefined)	4%	61	-1.1%	i	-2%	4%	-2%	0.5	0.7	5%	10%
O=C(O)C1Cc2c([nH]c3ccccc23)C(c2ccc3c(c2)OCO3)N1 (centres undefined)	-2%	47	0.6%	i	5%	2%	-2%	2.6	0.2	2%	2%
FC(F)(F)c1cccc(N2CCN(c3ccc4nnc(-c5ccccc5)n4n3)CC2)c1	5%	68*	0.5%	i	1%	3%	9%	2.5	58*	2%	-5%
CC1CCCCN1S(=O)(=O)c1ccc(NC(=O)c2cccs2)cc1 (centres undefined)	-17%	46	-0.6%	i	15%	5%	-4%	7.1	-0.4	-8%	7%
